Compound activity from PubChem.
hcGAS lum = blocks human cGAS activity. Q8N884. recombinant h-cGAS, ATP depletion, Kinase-Glo luminescence. inhibition, % at 12.5 µM. hit rate 0.081% among 290,000. AID 1259398;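 further: 0% = vehicle reaction and 100% = reaction without DNA for no activity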
Target sequence (Q8N884 whole entry, looked up): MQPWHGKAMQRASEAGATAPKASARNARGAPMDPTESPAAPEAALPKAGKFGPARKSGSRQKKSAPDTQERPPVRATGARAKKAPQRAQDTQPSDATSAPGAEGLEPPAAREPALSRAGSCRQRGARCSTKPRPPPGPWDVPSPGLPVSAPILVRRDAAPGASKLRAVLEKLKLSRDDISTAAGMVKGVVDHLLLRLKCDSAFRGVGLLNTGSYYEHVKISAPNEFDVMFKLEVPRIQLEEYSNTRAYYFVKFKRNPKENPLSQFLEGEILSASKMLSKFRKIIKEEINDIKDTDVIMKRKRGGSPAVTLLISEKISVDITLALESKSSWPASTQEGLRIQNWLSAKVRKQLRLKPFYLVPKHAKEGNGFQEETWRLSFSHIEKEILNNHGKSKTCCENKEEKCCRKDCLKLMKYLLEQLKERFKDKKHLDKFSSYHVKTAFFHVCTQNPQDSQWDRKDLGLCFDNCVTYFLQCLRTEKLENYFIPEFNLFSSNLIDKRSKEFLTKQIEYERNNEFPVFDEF
NPYLR7 ag = mosquito NPYLR7 agonism. HEK293T NPYLR7/Galpha15, GCaMP6s calcium fluorescence. activation, % at 10 µM. hit rate 0.15% among 270,000; in the data active means activation above about 40%;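 further: 0% = vehicle and 100% = reference agonist at the receptor; some compounds past the cut are filed as inactive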
mcGAS lum = mouse cGAS inhibition by luminescence; recombinant cGAS, Kinase-Glo ATP depletion luminescence; inhibition, % at 12.5 µM; hit rate 0.15% among 160,000;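 further: 0% = negative control wells and 100% = reference inhibitor with no enzyme activity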
An asterisk follows results filed as active; nt = not tested or not shown. Unless noted, no stated cut-off is given here; in the data, active means inhibition above about 40%; inactive means the rest.

canonical_smiles	hcGAS lum	NPYLR7 ag	mcGAS lum
COC(=O)CCOc1ccc(S(=O)(=O)Nc2ccc(C)cc2F)cc1	-5	9	-11
CN(C(=O)CC1C(=O)NCCN1CC(c1ccccc1)c1ccccc1)C1CCOCC1 (stereo unspecified)	-8	20	-11
O=C(CCC1CCCC1)Nc1c(-c2ccc(F)c(F)c2)nc2ccccn12	-8	-9	-8
CCC(CCNC(=O)C12CC3CC(CC(C3)C1)C2)NC(=O)C12CC3CC(CC(C3)C1)C2 (stereo unspecified)	-1	1	nt
Cc1ccc(C(=O)CSc2nnc(-c3cccs3)n2C2CC2)s1	-6	1	nt
Nc1cc(-c2ccc(C(=O)NCc3ccccc3)o2)c2cc[nH]c2n1	-2	1	-15
O=C(CCN1C(=O)COc2ccccc21)NCCSCc1ccccc1	0	0	nt
C=CCNC(=S)N=C1N=C2C=CC(Br)=CN2Cc2ccccc21	0	-4	nt
COc1ccc(CC(=O)NCC(c2ccsc2)N2CCN(C)CC2)cc1 (stereo unspecified)	-5	3	-5
COc1ccccc1NC(=O)Cn1nc(C2CC2)c2cnn(-c3ccc(C)cc3C)c2c1=O	2	-2	nt
CCCCC(CC)C(=O)N1CCN(c2nc3nccc(-c4cc(Cl)ccc4Cl)n3n2)CC1 (stereo unspecified)	6	nt	4
COc1ccccc1Nc1nnc(SCC(=O)c2ccc(O)c(O)c2)s1	0	2	nt

Next part; the last 4 above are carried over.
canonical_smiles	hcGAS lum	NPYLR7 ag	mcGAS lum
COc1ccc(CC(=O)NCC(c2ccsc2)N2CCN(C)CC2)cc1 (stereo unspecified)	-5	3	-5
COc1ccccc1NC(=O)Cn1nc(C2CC2)c2cnn(-c3ccc(C)cc3C)c2c1=O	2	-2	nt
CCCCC(CC)C(=O)N1CCN(c2nc3nccc(-c4cc(Cl)ccc4Cl)n3n2)CC1 (stereo unspecified)	6	nt	4
COc1ccccc1Nc1nnc(SCC(=O)c2ccc(O)c(O)c2)s1	0	2	nt
Cc1cccc(Cn2cccc2CN(Cc2ccc(F)cc2)C2CCCCC2)c1	-2	25	-4
COc1cccc(N2C(=O)CSC2c2cccc(NC(=O)c3ccccc3Cl)c2)c1 (stereo unspecified)	-2	nt	-4
CC(C)NC(=O)C1CCN(C2CCN(C/C=C/c3ccc(F)cc3)CC2)CC1	-5	2	-3
Cc1ccc2c(CC(=O)NC3CCN(C(C)C)CC3)coc2c1C	-5	-1	nt
CCCc1c(C(=O)N2CCCCC2)cnn1-c1ccccc1	-7	-4	-8
COc1ccc(-c2cc(C(=O)O)c3[nH]c(C)nc3n2)cc1O	-6	1	-10
COc1cccc(CNC(=O)CCC2CCCN(C(=O)c3ccc(CSC)o3)C2)c1 (stereo unspecified)	-7	3	nt
COC(=O)C(F)CN1CCCC(C(=O)N2CCC(C)CC2)C1 (stereo unspecified)	-14	10	nt
O=C1CSC(=S)N1Cc1ccc2c(c1)OCO2	-4	-2	-5
COc1ccc(C(=O)NCc2cccnc2Oc2ccccc2)c(O)c1	-10	-1	-13
CN(C)[C@H]1CCN(c2ncnc3c2CCN(CC2CCCC2)CC3)C1	-9	nt	-4
Cc1csc(SCc2cc(=O)c(OC(=O)c3ccc(C)c([N+](=O)[O-])c3)co2)n1	-11	-2	-5
OC(COCc1ccccc1)CN(Cc1cccn1Cc1ccccc1F)CC1CCCCC1 (stereo unspecified)	-3	2	-3
Cc1ccc2sc(N(Cc3ccccn3)C(=O)c3ccno3)nc2c1C	-10	7	-8
CC(c1ccon1)N(C)C(=O)c1cc(NC(=O)c2ccccc2)cc2ncn(C3CCCC3)c12 (stereo unspecified)	-7	20	-12
CCc1nc2ccc(C(=O)N3CCN(C)CC3)cn2c1N(CC)C(C)=O	-10	-3	-3
CC1=CC[C@@H]2CN(Cc3ccc(CN(C)S(C)(=O)=O)o3)C[C@@H]2C1	-7	7	nt
CN(C)CCN1Cc2cccc(N)c2C1	-9	2	-16
CCCNC(=O)C1(C)CCCN(Cc2ccccc2N(C)C)C1 (stereo unspecified)	3	0	nt
CN(C)CCN(Cc1c(-c2ccccc2)noc1N1CCCC1)C(=O)c1ccccc1F	-1	1	-6
CCOC(=O)N1CCN(C(=O)C2CCC(=O)N2C(C)C)CC1 (stereo unspecified)	-2	12	nt
Fc1ccccc1C1c2cccn2CCCN1Cc1ccco1 (stereo unspecified)	-5	8	-3
O=C1C(=O)N(CN2CCN(C(=O)C3CC3)CC2)c2cc(F)ccc21	-12	1	nt
Cc1nc(-c2cccnc2)ncc1C(=O)N(Cc1ccsc1)CC(C)C	-8	-5	-15
COc1ccc(Br)cc1/C=N\Nc1nc(N2CCOCC2)nc(N2CCOCC2)n1	-7	0	-6
CCCCOC(=O)c1ccc(N=CC(C#N)c2nc(-c3cccs3)cs2)cc1 (stereo unspecified)	-8	6	-8
COC(=O)c1ccc(COC(CN2CCN(C(=O)c3cc(C)n(C)n3)CC2)c2cccc(OC)c2)cc1 (stereo unspecified)	-4	3	-5
CCCCCc1ccc(C(=O)N(CCC)CC(=O)Nc2cc(C(C)(C)C)nn2-c2ccc(OC)cc2)cc1	-8	15	-5
CN(CC1(CO)CCC1)c1nccc(C2CCCC2)n1	4	-2	nt
CCCCOC(=O)c1ccc(Nc2ncnc3c2nnn3CC)cc1	-4	8	-6
O=C(Nc1ccc2c(c1)OCO2)c1ccc2sc([C@H]3C[C@H](O)[C@@H](CO)O3)nc2c1	-6	2	-6
COc1cc2c(cc1OC)C(c1ccc(F)cc1)N(C(=O)CCC1CCCC1)CC2 (stereo unspecified)	-3	-3	-6
O=C1c2c(c3ccccc3n2Cc2ccccc2)CCN1c1ccccc1	0	5	-9
CCC(C(=O)N(Cc1ccco1)Cc1cc(N)ccc1N(C)C)c1ccccc1 (stereo unspecified)	2	-9	nt
Cn1cc(CN2CCC(c3nc4ccccc4[nH]3)CC2)c(-c2ccc3c(c2)OCCO3)n1	-2	0	nt
Cc1ccc(NC(=O)CC(=O)N2CC[C@@H](O)C2)c(C)c1	-6	0	-9
Cc1nc(N2CCC(N3CCCC3)CC2)c2cnn(C(C)(C)C)c2n1	-8	10	nt
O=C(c1cc(-c2ccc(Cl)s2)nc2ccccc12)N1CCN(C(=O)C2CC2)CC1	-7	0	-7
COc1cc(/C=C2/SC(=S)N(CC(=O)O)C2=O)cc(OC)c1O	-17	33	nt
O=C(Nc1nc(-c2ccccn2)cs1)c1cccc(N2CCCC2=O)c1	-15	12	-9
CC(C)(C)c1cc2nc(-c3ccccc3Cl)cc(C(=O)NCc3ccco3)n2n1	-8	17	-8
COCCN(CC(=O)Nc1cc(C(C)(C)C)nn1-c1cccc(C)c1)C(=O)Nc1ccc(Cl)c(Cl)c1	-5	-1	-5
O=c1c2cnc3nc(C(F)(F)F)nn3c2ccn1-c1ccc2c(c1)OCCO2	-5	5	nt
CS(=O)(=O)N1CCC(C(=O)Nc2nc(-c3cc4ccccc4o3)cs2)CC1	-2	0	nt
S=C(NCCCn1cccn1)Nc1cc(Cl)ccc1Cl	2	4	0
O=C(c1cn[nH]n1)N1CCc2[nH]nc(C3CCC3)c2C1	-1	1	-10
Cc1ccc2nc(-c3ccc(N4C(=Nc5nc(C)cc(C)n5)NC(=O)CC4C(=O)O)cc3)sc2c1 (stereo unspecified)	29	-7	nt
CCOC(=O)CC1(NC(=O)[C@@H]2C[C@@H](N)CN2)CCCCC1	-1	4	-2

Entries of single compounds, quoted from the list. Order of values: hcGAS lum	NPYLR7 ag	mcGAS lum
Profile of `O=c1c2cnc3nc(C(F)(F)F)nn3c2ccn1-c1ccc2c(c1)OCCO2` : -5	5	nt
Profile of `O=C(c1cn[nH]n1)N1CCc2[nH]nc(C3CCC3)c2C1` : -1	1	-10
Profile of `CS(=O)(=O)N1CCC(C(=O)Nc2nc(-c3cc4ccccc4o3)cs2)CC1` : -2	0	nt
Profile of `O=C(c1cc(-c2ccc(Cl)s2)nc2ccccc12)N1CCN(C(=O)C2CC2)CC1` : -7	0	-7
Profile of `O=C(Nc1nc(-c2ccccn2)cs1)c1cccc(N2CCCC2=O)c1` : -15	12	-9

Next part
canonical_smiles	hcGAS lum	NPYLR7 ag	mcGAS lum
Cc1ccc(S(=O)(=O)N2CCC(NC(=O)COc3cc(Cl)ccc3Cl)CC2)cc1	-6	14	-8
CN1CCN(C(=O)CC2Cn3ncc(-c4ccc(Cl)cc4)c3NC2=O)CC1 (stereo unspecified)	-1	-16	-5
O=C(CN1C(=O)COc2ccccc21)NNC(=O)c1csc(-c2ccc(Cl)cc2)n1	-3	4	-9
CSc1ccc(C(=O)NCC(=O)NCCCN(C)c2ccccc2)cc1	-7	2	-5
Cc1ccc(-c2nn(CC(=O)Nc3ccc(C(N)=O)cc3)c(=O)c3nc(C)sc23)cc1	16	-7	4
CCOC(=O)C1=c2/c(=C/c3ccncc3)c(N)c(C#N)n2C(=O)C(c2ccncc2)S1 (stereo unspecified)	-4	-1	-6
Cc1noc(C)c1CSc1nnc(C)c(=O)[nH]1	4	16	nt
Cn1nc(NCCC(=O)N2CCCC2)c(=O)n(C)c1=O	7	-2	-3
Cc1cccn2c(CN[C@H]3CCCCNC3=O)c(C(=O)N3CCOCC3)nc12	-2	3	nt
CCCc1c(-c2ccccc2)ncn1CCc1ccncc1	-5	0	-11
COc1ccccc1OCc1ccc(C(=O)NC(C)CCC(C)C)o1 (stereo unspecified)	-5	2	nt
Cc1nn2cccnc2c1C(=O)N1CCCN(C(C)(C)C)CC1	-9	2	nt
O=C(NC1(C(F)(F)F)Oc2ccccc2O1)N1CCCC1	6	2	-2
O=C(Cn1cc(SCC(=O)N2CCCc3ccccc32)c2ccccc21)N1CCOCC1	-5	-5	-7
Cc1c(Cl)c(C(F)(F)F)nn1CC(=O)Nc1cccc(Cl)c1Cl	1	2	-5
O=C(CN1CSCC1=O)Nc1ccc(Br)cc1	-10	8	-10
Cc1cccc(-n2nc(C3CC3)c(C(=O)NCc3cccnc3)c2C(C)C)c1	-3	8	-3
CCn1c(C2CCCNC2)nn(Cc2cc(=O)n3cc(C)sc3n2)c1=O (stereo unspecified)	0	-1	nt
O=C(C=Cc1ccc2c(c1)OCO2)N1CCN(S(=O)(=O)c2ccccc2Br)CC1	-8	0	-7
Cn1cccc1Cc1nnc(SCC(=O)NO)n1-c1ccc(OC(F)(F)F)cc1	-1	7	nt
CNC(=O)CC1CCN(C2CCCNC2)CC1 (stereo unspecified)	-5	nt	-12
Cc1ccccc1-c1nnn(CC(=O)N2CC(C)OC(C)C2)n1 (stereo unspecified)	-11	3	nt
CC(C)(C)c1ccc2c(c1)CC(CNC(=O)c1ccc3ccccc3c1)O2 (stereo unspecified)	-8	3	-11
